Assay outcomes deposited in PubChem by The Scripps Research Institute Molecular Screening Center.
GPR151 ag: activators of human GPR151, primary screen, cell-based, PathHunter beta-arrestin, luminescence. activation, % at 11.2 µM. G-protein coupled receptor 151 (Homo sapiens), Q8TDV0. AID 1508602, 2020. PathHunter beta-arrestin GPR151 cells. 1% of 650,000 active; in the data active = activation above about 4.9%;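 note: 0% = median of compound wells and 100% = cells with positive control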
Target sequence (Q8TDV0 whole entry, looked up): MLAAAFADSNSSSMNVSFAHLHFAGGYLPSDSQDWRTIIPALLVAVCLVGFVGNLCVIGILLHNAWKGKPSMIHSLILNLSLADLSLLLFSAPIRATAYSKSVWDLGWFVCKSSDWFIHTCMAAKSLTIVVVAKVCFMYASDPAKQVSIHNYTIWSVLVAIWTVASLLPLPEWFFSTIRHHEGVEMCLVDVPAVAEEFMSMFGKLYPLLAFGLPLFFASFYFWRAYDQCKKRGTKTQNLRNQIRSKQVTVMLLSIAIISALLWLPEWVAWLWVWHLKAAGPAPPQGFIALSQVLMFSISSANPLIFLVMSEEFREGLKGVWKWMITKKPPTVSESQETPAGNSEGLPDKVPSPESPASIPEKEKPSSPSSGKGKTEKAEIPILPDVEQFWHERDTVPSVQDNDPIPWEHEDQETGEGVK
MITF primary: MITF inhibitors, primary screen, biochemical, AlphaScreen, human; Microphthalmia-associated transcription factor (Homo sapiens), O75030; AlphaScreen MITF homodimerization, bead proximity signal; inhibition, % at 2.6 µM; 0.91% of 650,000 active; AID 1259374, 2018; in the data active = inhibition above about 50%;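 note: 0% = vehicle wells with protein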
Target sequence (O75030 whole entry, looked up): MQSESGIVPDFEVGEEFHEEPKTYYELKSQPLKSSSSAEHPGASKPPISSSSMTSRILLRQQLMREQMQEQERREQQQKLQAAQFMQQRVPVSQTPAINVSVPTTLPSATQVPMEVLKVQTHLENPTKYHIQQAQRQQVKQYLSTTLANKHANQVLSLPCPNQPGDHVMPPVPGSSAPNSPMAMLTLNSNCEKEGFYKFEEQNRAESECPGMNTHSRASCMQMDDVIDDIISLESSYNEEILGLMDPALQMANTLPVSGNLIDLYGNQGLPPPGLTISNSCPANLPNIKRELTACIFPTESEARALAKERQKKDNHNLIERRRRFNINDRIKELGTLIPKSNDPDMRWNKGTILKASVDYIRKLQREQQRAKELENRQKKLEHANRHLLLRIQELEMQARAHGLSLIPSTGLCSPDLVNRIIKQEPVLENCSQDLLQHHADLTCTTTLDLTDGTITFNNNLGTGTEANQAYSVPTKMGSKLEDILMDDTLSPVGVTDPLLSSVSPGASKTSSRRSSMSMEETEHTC
FBW7 activator: FBW7 E3 ligase activators, primary screen, biochemical, AlphaScreen, human; AlphaScreen FBW7–phospho-cyclin E peptide binding, activator screen; F-box/WD repeat-containing protein 7 (Homo sapiens), Q969H0; AID 1259310, 2017; normalized activity (activation), % at 26.1 µM; 0.13% of 650,000 active; in the data active = normalized activity above about 1.9%;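 note: purified mutant Fbw7 with reduced substrate affinity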
TEAD-YAP block: TEAD-YAP interaction inhibition, primary screen, TEAD-YAP interaction inhibitor project, luminescence, HEK-TIYL cells. TEAD-Gal4/YAP UAS-luciferase luminescence. inhibition, % at 9.12 µM. 1.4% of 640,000 active. AID 1259422, 2018; in the data active = inhibition above about 32%;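 note: 0% = median of test compound wells and 100% = reference inhibitor wells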
Numbers without * were called inactive; . = no result given. Compounds as they come (roughly 3.4% active in at least one column).

SMILES	GPR151 ag	MITF primary	FBW7 activator	TEAD-YAP block
O=C(CNc1cccc2ccccc12)N/N=C/c1ccc(C(=O)O)cc1	0.4	12	0.0	7
COc1cccc(CNC(=O)C(=O)NCC(c2ccc3c(c2)OCO3)N2CCOCC2)c1 (stereo not given)	0.3	10	0.0	3
COc1ccccc1C(=O)Nc1ccc(NC(=O)C2CC2)nc1	-0.3	6	-0.2	-7
CC(C)CNC(=O)c1cnc2ccccn12	-0.1	4	0.0	1
COc1cc(C)c(S(=O)(=O)N2CCc3ccccc32)cc1C	0.3	13	0.2	50*
O=C1CC(c2ccccc2)CN1C(=O)c1cccc(Br)c1 (stereo not given)	-0.6	3	-0.1	1
CCc1cccc(NC(=O)Cn2ncn3cccc3c2=O)c1	1.8	13	0.5	-8
Nc1nc(Nc2ccc(Oc3ccccc3)cc2)cc(-c2cccs2)n1	-0.4	-18	0.2	-20
O=C(c1ccccc1)c1ccc(OCCCN2CCCC2)cc1	-1.5	53*	0.1	8
Cc1ccc(NC(=O)C(=O)N/N=C/c2ccc(I)cc2)c(C)c1	0.1	2	0.0	4
CC(C)NC(=O)C1CCCN1C(=O)Nc1ccc(F)cc1F (stereo not given)	-0.8	1	-0.1	-1
COc1ccc(C2NC(=O)NC(C)=C2C(=O)OC2CCC(C)CC2)cc1Br (stereo not given)	0.2	-3	-0.1	-17
C=CCNC(=O)CN(c1ccc2c(c1)OCO2)S(C)(=O)=O	0.0	7	0.1	-4
Cc1ccc(-c2ccc(N3CCN(S(=O)(=O)c4ccccc4Cl)CC3)nn2)c(C)c1	-0.7	9	0.3	0
COC(=O)CNC(c1ccccc1)c1cc(Br)ccc1NC(=O)c1ccccc1Br (stereo not given)	-0.5	-6	0.0	-16
Cc1ccccc1CN1CCc2nc(N3CCC(C)CC3)[nH]c(=O)c2C1	0.0	22	0.3	2
CC(C)(O)C#Cc1ccc(C(=O)N2CCN(c3ccc(F)cc3)CC2)cc1	-0.3	3	0.0	0
COCCN(C(=O)COC)c1nnc(C)s1	0.7	6	0.0	6
COc1ccccc1-c1noc(CCC(=O)Nc2ccc(F)cc2)n1	-0.9	7	0.2	2
C=CCNC(=S)N/N=C(\C)c1ccc(-n2ccnc2)cc1	0.2	1	-0.2	3
Cc1ccc(C)c(CN2CCc3nnc(C(C)NC(=O)c4cccnc4)n3CC2)c1 (stereo not given)	0.4	-8	0.2	-1
COc1cc(OC)cc(C(=O)N2CCC(C(=O)N3CCOCC3)CC2)c1	-1.1	-13	-0.1	2
CCc1ccc(OCC(=O)Nc2ccc(C#N)cc2)cc1	-1.1	-7	-0.1	11
O=C(Nc1ccc2oc(-c3ccccc3Cl)nc2c1)c1cc(Br)ccc1I	-0.6	11	0.1	-49
O=S(=O)(Nc1cccc(-c2nc3cccnc3s2)c1)c1ccccc1	-0.5	5	0.2	-10
Nc1nonc1C(=O)N/N=C/c1ccc(-c2cccs2)s1	-3.4	-1	-0.1	-62
CCCC(=O)C1=C(C)NC(C)=C(C(=O)OCC)C1c1ccccc1 (stereo not given)	-0.3	5	0.5	6
CC(C)CCSc1nc2sc3c(c2c(=O)n1-c1ccccc1)CCCCC3	1.2	-7	-0.2	1
Cc1ccccc1OCCn1c(SCC(N)=O)nc2ccccc21	0.0	12	0.2	-4
Cc1ccc(-n2c(C)cc(C=C3C(=O)N(C)C(=O)N(C)C3=O)c2C)cc1[N+](=O)[O-]	0.7	0	0.0	3
COc1ccc(C2CC(=O)n3nc(-c4ccccc4)nc3S2)cc1 (stereo not given)	-0.1	-3	0.0	-7
Cn1ncc2c(Nc3ccc(F)cc3)nc(N3CCCCC3)nc21	0.5	-17	0.5	-7
CCN(CC)CCNC(=O)C1CCCN(c2nc3ccccc3n2C)C1 (stereo not given)	-0.1	0	0.2	-7
COC(CNC(=O)c1cc(S(=O)(=O)N2CC(C)CC(C)C2)ccc1F)OC (stereo not given)	2.4	-3	0.1	0
CC(NC(=O)CCn1c(=O)[nH]c2ccsc2c1=O)C12CC3CC(CC(C3)C1)C2 (stereo not given)	12*	2	-0.1	6
COc1ccc2nc(Nc3ccccc3OC)sc2c1	-3.7	13	0.2	-14
O=S(=O)(CCOc1ccc(F)cc1)Nc1ncccn1	-1.6	2	0.7	-3
Cc1ccc(NC(=O)c2cc3cc(Br)ccc3oc2=N)cc1	-1.1	11	0.1	6
Cc1cccc(/C(N)=N/OC(=O)COc2ccc(Cl)c(C)c2)c1	1.0	4	0.1	1
Cc1ccn2c(CN(C)CCn3nc(C)cc3C)c(C(=O)N3CCCCCC3)nc2c1	-1.0	-18	-0.2	-3

Structures above with an NH in an aromatic ring, in the order listed:
SMILES	GPR151 ag	MITF primary	FBW7 activator	TEAD-YAP block
Cc1ccccc1CN1CCc2nc(N3CCC(C)CC3)[nH]c(=O)c2C1	0.0	22	0.3	2
CC(NC(=O)CCn1c(=O)[nH]c2ccsc2c1=O)C12CC3CC(CC(C3)C1)C2 (stereo not given)	12*	2	-0.1	6

New compounds follow:
SMILES	GPR151 ag	MITF primary	FBW7 activator	TEAD-YAP block
O=C(c1cc(-c2cccc(Cl)c2)on1)N1CCOCC1	1.1	-1	-0.1	-42
Cc1ccc(NC(=O)C(=O)NCC(C)O)c(C)c1 (stereo not given)	-0.9	19	0.9	-19
O=C(COC(=O)c1ccc([N+](=O)[O-])cc1)NCc1ccco1	0.8	16	0.2	-6
CC(=O)Oc1ccc(-c2cccc(C(=O)NCC(=O)O)c2)cc1	0.6	-12	0.0	6
Cc1cc(C)c2c(c1)cc(CN(Cc1ccccc1)C(=O)C1CC1)c1nnnn12	0.1	5	-0.1	0
C#CCCCO/N=C1\C[C@@H](O)[C@@H](O)[C@@H]2[C@@H]3C(=O)N(C[C@@H]4CCCO4)C(=O)[C@@H]3CC[C@@H]12	-0.1	11	1.0	.
COCCN1C(=O)CC(CC(=O)NC(C)c2cccs2)(c2ccccc2C)C1=O (stereo not given)	0.4	-16	0.1	-3
C=CCc1cc(/C=N/n2cnnc2)cc(OCC)c1O	1.3	8	0.1	-2
Cc1nc2sccn2c1C(=O)Nc1ccccc1	-1.1	12	0.3	-15
Cc1ccc(N(C(C)C(=O)NCc2ccco2)S(C)(=O)=O)cc1 (stereo not given)	-1.1	6	-0.1	2
N#CCC(=O)NCCOc1ccc(Cl)cc1	0.6	5	-0.2	8
Cc1cc(NCCN(C(C)C)C(C)C)nc(Nc2nccc3ccccc23)n1	-0.3	-9	-0.1	0
N#CCSc1nnc(-c2cccs2)n1-c1ccccc1	-0.5	18	0.0	5
O=C(O)CCN(CCC(=O)O)c1ccccc1O	1.1	21	-0.4	0
Cc1ccc(Nc2nc(-c3c(C)nc4cc(C)ccn34)cs2)c(C)c1	-1.0	-1	-0.1	42*
COc1ccc(Cn2nccc2N)cc1	0.7	5	0.1	-1
c1ccc(CN2CCC(Nc3ccnc(Nc4ccc5ncccc5c4)n3)CC2)cc1	-1.7	-1	-0.2	3
Cc1n[nH]c(=S)n(/N=C/C=C/c2ccccc2)c1=O	-0.2	9	-0.1	-4
COc1cccc2cc(NC(=O)c3ccc([N+](=O)[O-])cc3)c(=O)oc12	0.0	-2	0.0	-19
CCC(=O)CC(O)(c1ccccc1)C(F)(F)F (stereo not given)	0.4	13	0.0	8
Cc1ccc(-c2ccc(=O)n(CC(=O)N3CCN(c4cccc(C)c4)C(C)C3)n2)cc1 (stereo not given)	-0.9	11	-0.1	6
C/C(=N\N=C(N)N)c1ccc(Cl)cc1	-0.8	1	-0.1	7
CCOCCCNC(=O)Cn1nc(-c2ccc(C)cc2)ccc1=O	2.4	4	0.1	-2
CCN(C(=O)COc1ccc(Cl)cc1)C1CCCCC1	-1.2	0	0.0	-9
Cc1ccc(-n2nc(C)c3cc(C(=O)O)sc32)cc1	1.3	4	0.1	2
O=c1[nH]c2ccccc2c(O)c1Cc1ccccc1	1.0	8	-0.1	9
CCCC(=O)Nc1ccccc1NC(=O)COc1ccc(C)cc1Br	-1.9	-6	0.1	-27
Cc1nc2sc(C(c3ccco3)N3CCCCC3)c(O)n2n1 (stereo not given)	-0.3	0	0.0	2
CCOc1ccc2[nH]c(=O)c(CN(Cc3ccco3)C(=O)CC)cc2c1	-1.1	19	0.0	-8
CCOC(=O)C1=C(C)N=c2s/c(=C\c3ccc(O)c(OCC)c3)c(=O)n2C1c1ccc(OC)cc1OC (stereo not given)	0.2	-1	-0.1	-1
Cc1ccc(F)cc1S(=O)(=O)NCc1ccc(N2CCN(C)CC2)cc1	-0.6	2	0.2	10
COc1ccc(OC)c(/C=C2/SC(=S)N(C)C2=O)c1	-0.1	-10	-0.1	-10
C/C(=N\NC(=O)CNC(=O)C(c1ccccc1)c1ccccc1)c1cccc([N+](=O)[O-])c1	0.3	2	-0.1	2
CCC(=O)c1cc2c(cc1NC(=O)c1ccccc1F)OCCO2	-0.8	-1	0.3	14
Cc1ccc(/C(O)=C2\C(=O)C(=O)N(c3nccs3)C2c2ccc(F)cc2)cc1 (stereo not given)	-0.2	12	-0.1	5
O=C1CCCN1CCCNc1nc(NCCN2CCOCC2)nc2nc[nH]c12	0.9	-1	0.4	9
COc1ccc(/C(O)=C2/C(=O)C(=O)N(CCCN3CCOCC3)C2c2cccc(Oc3ccccc3)c2)cc1 (stereo not given)	-0.1	4	0.0	2
C/C=C(\C)CN1CCc2nnc(CNC(=O)c3ccc(COC)o3)n2CC1	0.8	5	-0.1	10
Cc1ccc(Cl)cc1NCc1nnc2n1CCCCC2	0.1	-2	0.2	0
Cc1cc(C)cc(N=C2NC(=O)/C(=C/c3ccco3)S2)c1	0.0	11	-0.2	-2

Part of the list above, as a markdown table:
| Structure | GPR151 ag | MITF primary | FBW7 activator | TEAD-YAP block |
| --- | --- | --- | --- | --- |
| O=c1[nH]c2ccccc2c(O)c1Cc1ccccc1 | 1.0 | 8 | -0.1 | 9 |
| C/C(=N\NC(=O)CNC(=O)C(c1ccccc1)c1ccccc1)c1cccc([N+](=O)[O-])c1 | 0.3 | 2 | -0.1 | 2 |
| CCOCCCNC(=O)Cn1nc(-c2ccc(C)cc2)ccc1=O | 2.4 | 4 | 0.1 | -2 |

Further structures:
SMILES	GPR151 ag	MITF primary	FBW7 activator	TEAD-YAP block
COC(=O)C1=C(C)NC(=O)NC1c1cn(-c2ccccc2)nc1-c1ccc(Cl)cc1 (stereo not given)	-0.4	-10	-0.1	-8
Cc1cc(NC(=O)Cc2cccc3ccccc23)n[nH]1	-0.4	5	-0.1	-11
C=C(C)c1cccc(C(C)(C)NC(=O)N2CCCCC2)c1	-0.2	-4	0.1	14
COc1cc2c(C(=O)O)c(C)n(-c3cccc(C)c3)c2c2ccccc12	0.4	-10	-0.1	9
O=C(Cc1ccc(F)cc1)Nc1cccnc1	2.6	0	0.2	-1
CC(=O)Nc1ccccc1NC(=O)C/C(C)=N/NC(=O)c1ccncc1	0.6	6	0.1	-5
NC(=O)c1nn(-c2nc(-c3ccco3)cc(C(F)(F)F)n2)cc1[N+](=O)[O-]	-0.3	-7	0.4	3
CC1CCN(c2c(-c3ccc(Cl)cc3)c(=O)c2=O)CC1	2.0	1	0.0	10
COc1cc2cc(C#N)c(SCC(=O)NCc3ccccc3)nc2cc1OC	0.2	3	0.0	-5
Cc1nc2c(c(=O)[nH]1)CN(C(=O)c1nsc(Cl)c1Cl)CC2	0.5	1	-0.1	3
C/C(=N\NC(N)=O)c1nnn(-c2nonc2N)c1C	-0.4	10	-0.1	1
CCOC(=O)C1=C(C)N=c2s/c(=C\c3ccc(-c4cccc(C(=O)O)c4)o3)c(=O)n2C1c1ccc(OC)cc1OC (stereo not given)	0.6	-5	-0.4	7
COc1ccc(N2C(=O)C3C4c5ccccc5C([N+](=O)[O-])(c5ccccc54)C3C2=O)cc1 (stereo not given)	4.7	-7	0.7	0

Single records, from the list above. Screens in order: GPR151 ag, MITF primary, FBW7 activator, TEAD-YAP block
`CCN(CC)CCNC(=O)C1CCCN(c2nc3ccccc3n2C)C1` (stereo not given) across the screens: -0.1, 0, 0.2, -7
`O=C(c1ccccc1)c1ccc(OCCCN2CCCC2)cc1` across the screens: -1.5, 53*, 0.1, 8
`CCC(=O)CC(O)(c1ccccc1)C(F)(F)F` (stereo not given) across the screens: 0.4, 13, 0.0, 8
`O=C(c1cc(-c2cccc(Cl)c2)on1)N1CCOCC1` across the screens: 1.1, -1, -0.1, -42
`COCCN1C(=O)CC(CC(=O)NC(C)c2cccs2)(c2ccccc2C)C1=O` (stereo not given) across the screens: 0.4, -16, 0.1, -3

Part of the list above in order of molar mass, descending.
SMILES	GPR151 ag	MITF primary	FBW7 activator	TEAD-YAP block
COC(=O)C1=C(C)NC(=O)NC1c1cn(-c2ccccc2)nc1-c1ccc(Cl)cc1 (stereo not given)	-0.4	-10	-0.1	-8
COc1cc2c(C(=O)O)c(C)n(-c3cccc(C)c3)c2c2ccccc12	0.4	-10	-0.1	9
Cc1cc(NC(=O)Cc2cccc3ccccc23)n[nH]1	-0.4	5	-0.1	-11
